EP2 antag – inhibitors of human EP2 prostaglandin E2 receptor. P43116. C6 glioma cells expressing human EP2, cAMP TR-FRET; cells stimulated with saturating PGE2. inhibition, % at 25 µM. actives 0.52% (n = 260,000). AID 1422;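 active = percent inhibition above 40 after rounding to a whole number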;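 note: rat C6 glioma host cells with rolipram phosphodiesterase inhibitor present; the protocol text gives 20 µM as final concentration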
RBBP9 inh – inhibitors of human serine hydrolase RBBP9; O75884; recombinant RBBP9, FP-Rh probe fluorescence polarization; inhibition, % at 7.94 µM; actives 0.2% (n = 220,000);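 active = inhibition above the campaign mean of all tested compounds plus 3 SD, cut at about 14% in these data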;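 note: plate controls were DMSO wells with RBBP9 for no effect and wells lacking RBBP9 protein for full effect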
Target sequence (O75884 whole entry, looked up): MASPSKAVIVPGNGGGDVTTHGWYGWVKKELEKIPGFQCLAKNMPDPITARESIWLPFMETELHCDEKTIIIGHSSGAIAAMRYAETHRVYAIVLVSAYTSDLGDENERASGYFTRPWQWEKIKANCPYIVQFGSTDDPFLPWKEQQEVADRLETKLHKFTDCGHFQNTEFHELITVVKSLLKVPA
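Test system – recombinant human RBBP9 · Input – RBBP9 2.5 µM in dispensing solution, pre-mixing · Medium – Tris buffer pH 8.0, NaCl, Pluronic · Schedule – preincubation 30 min plus labeling 45 min at 25 °C · Measured by – fluorescence polarization · Measure – % inhibition · Controls – DMSO and no-protein wells · Replicates – one well per compound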
Furin inh – human furin inhibition | P09958 | purified furin, fluorogenic substrate cleavage | inhibition, % at 30 µM | actives 0.061% (n = 220,000); in the data active = inhibition above about 25%; note: inactives centre near -15
PPC-1+TRAIL kill – PPC-1 cancer cell killing with TRAIL present; PPC-1 cells + TRAIL, ATPLite viability luminescence; cell killing (% activity), % at 4 µM; actives 0.41% (n = 220,000);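 active = cell killing above 50% in the first pass at 4 µM, then a duplicate retest at 5 µM averaging 50% or more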;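 note: plate controls were cells with TRAIL plus DMSO for no effect and medium-only wells lacking cells for full effect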
Ba/F3 V617F tox – loss of viability in JAK2V617F-driven Ba/F3 cells | inhibition, % at 5.6 µM | actives 1.1% (n = 220,000) | Ba/F3 EpoR-JAK2V617F viability, ATP luminescence;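 active = inhibition above the campaign mean plus 3 SD over all tested compounds, cut at about 24% in these data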;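 note: cytokine-independent growth of Ba/F3 cells driven by EpoR plus mutant JAK2; 0% = DMSO-treated cells and 100% = JAK inhibitor I control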
BaF3 parental – parental Ba/F3 viability inhibition as JAK2V617F counter-screen. CellTiter-Glo ATP luminescence. inhibition, % at 5.6 µM. actives 1.1% (n = 220,000). AID 1486;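 active = inhibition above a per-campaign cutoff, the mean inhibition of all tested compounds plus 3 SD, cut at about 27% in these data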;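 note: 0% = DMSO wells and 100% = JAK Inhibitor I control wells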
p97 inhibitor – inhibitors of human p97 ATPase; P55072; recombinant p97 ATPase, Kinase-Glo ATP luminescence, 3 h; inhibition, % at 8 µM; actives 0.42% (n = 220,000); in the data active = inhibition above about 15%;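 note: 0% = DMSO vehicle and 100% = wells lacking enzyme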
Target sequence (P55072 whole entry, looked up): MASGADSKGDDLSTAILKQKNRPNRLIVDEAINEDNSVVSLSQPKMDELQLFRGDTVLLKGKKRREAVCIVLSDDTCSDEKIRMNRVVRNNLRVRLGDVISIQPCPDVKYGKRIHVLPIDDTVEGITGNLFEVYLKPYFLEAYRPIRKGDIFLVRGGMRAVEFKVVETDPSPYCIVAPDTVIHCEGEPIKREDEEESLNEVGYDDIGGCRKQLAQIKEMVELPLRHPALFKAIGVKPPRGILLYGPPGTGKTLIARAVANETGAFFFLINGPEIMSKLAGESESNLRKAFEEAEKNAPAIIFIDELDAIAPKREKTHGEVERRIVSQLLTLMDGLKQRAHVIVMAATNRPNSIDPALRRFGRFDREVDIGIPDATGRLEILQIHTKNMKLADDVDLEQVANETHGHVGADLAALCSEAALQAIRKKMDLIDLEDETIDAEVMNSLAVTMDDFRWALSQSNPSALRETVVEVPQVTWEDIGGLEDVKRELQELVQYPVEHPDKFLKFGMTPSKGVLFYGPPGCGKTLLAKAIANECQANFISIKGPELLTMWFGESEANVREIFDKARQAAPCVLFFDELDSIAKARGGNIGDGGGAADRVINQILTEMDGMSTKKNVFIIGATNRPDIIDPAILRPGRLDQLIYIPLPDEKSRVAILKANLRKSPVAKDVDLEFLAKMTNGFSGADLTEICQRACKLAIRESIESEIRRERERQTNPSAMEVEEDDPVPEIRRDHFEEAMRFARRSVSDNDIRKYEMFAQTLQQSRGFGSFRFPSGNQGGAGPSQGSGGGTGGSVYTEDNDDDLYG
TbHK1 inh – T. brucei hexokinase 1 inhibition; inhibition, % at 10 µM; actives 0.11% (n = 220,000); recombinant TbHK1, G6PDH-coupled NADH A340; AID 1430;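 active = inhibition of 50% or more in the single-dose primary screen; inactive = inhibition below 50%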
p47phox inh – inhibitors of human p47phox binding; p47phox/p22phox peptide binding, fluorescence polarization, 2 h; inhibition, % at 24.7 µM; actives 0.53% (n = 220,000); AID 1274;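 active = inhibition above about 30%, limit read from the data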;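 note: 0% = p47phox with labelled peptide and 100% = labelled peptide alone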
* = called active by the depositor; x = not tested or not shown; & = joins results of further samples; [ ] = another dose, or the depositor's remark. These rows are one share of the data; count on the stated rates, not on these rows.

SMILES	EP2 antag	RBBP9 inh	Furin inh	PPC-1+TRAIL kill	Ba/F3 V617F tox	BaF3 parental	p97 inhibitor	TbHK1 inh	p47phox inh
O=S(CCc1ccncc1)Cc1ccccc1 (stereo not given)	9	-1	-16	2	-4	2	2	-1	-18
C/C(=N\NC(=O)c1c(Br)c(C)nn1C)c1ccc(NC(=O)C(C)Oc2ccc(Cl)cc2C)cc1 (stereo not given)	21	-10	-4[20 µM]	7	-4	1	4	-10	8
CCCCOc1ccc(C(=O)N2CCCCCC2)cc1	18	3	-13[20 µM]	-7	-4	3	-4	6	0
CCN(CC)S(=O)(=O)c1cc(NC(=O)C(C)N(C)CC(=O)Nc2c(C)cccc2C)ccc1C (stereo not given)	20	-7	-25	-4	0	8	5	9	-17
Cc1ccccc1NC(=O)C(NS(=O)(=O)c1ccc2c(c1)c(=O)n(C)c(=O)n2C)c1ccccc1 (stereo not given)	6	-5	-6	-13	-1	10	1	-1	4
O=C1Nc2cc(Cl)c(Cl)cc2N(O)N1c1ccccc1	9	3	-16[20 µM]	-13	-3	0	1	-6	-64
CC1=C(C(=O)OCc2ccccc2)C(c2ccccc2)NC(=O)N1CCCCCC(=O)O (stereo not given)	7	-7	-16	5	2	9	3	4	-2
O=c1c2ccc([N+](=O)[O-])cc2ncn1CCOc1ccccc1	17	3	-25	3	0	0	1	-6	-13
Cc1oc(-c2cc3c(cc2Cl)OCO3)nc1CN1CCCC(C(=O)N2CCOCC2)C1 (stereo not given)	19	-4	-14	14	-2	2	1	-1	-7
COc1ccc(-c2cc(C(=O)Nc3c(C)nn(Cc4ccccc4)c3C)no2)cc1	8	-6	-14[20 µM]	5	-3	2	3	-11	-8
CCOc1ccccc1OCCCOc1ccc([N+](=O)[O-])cc1Cl	9	-3	-13	x	-2	1	-3	6	-119
O=C(Nc1ccccc1)N(Cc1ccccc1)Cc1ccccc1	3	-4	-14[20 µM]	4	-2	7	0	2	-9
O=C(COC(=O)CNC(=O)c1ccc(F)cc1)Nc1cccc(S(=O)(=O)N2CCCC2)c1	3	-2	-15	-9	5	5	-2	1	0
CCC(=O)Nc1nnc(-c2ccc(Cl)s2)o1	8	-2	-1	-3	-2	4	5	-2	0
COc1ccccc1N1CCN(C(=O)Cn2nnc(-c3cccs3)n2)CC1	6&15	-1	-10	-10	5	3	-4	-2	-5
Cc1cccc(-c2nnc(SCC#N)n2Cc2ccccc2)c1	13	2	-14	11	-4	0	1	2	3
CCOc1ccc(NC(=O)CSc2ncnc3c2sc2ccccc23)cc1	19	0	-11	4	3	11	1	-6	1
CN(C)S(=O)(=O)c1cccc(NC(=O)COC(=O)/C=C/c2ccc(Br)o2)c1	5	-11	-10	-8	-2	2	-1	-37	-26
COC(=O)c1sc(-c2ccc(C(C)(C)C)cc2)cc1NC(=O)CSCC(=O)O	7	-5	-2	20	1	2	-10	-21	-10
COC(=O)C1=NN(C(=O)c2cccc(Cl)c2)C(O)(C(C)(C)C)C1 (stereo not given)	4	-8	-13	7	0	2	1	8	1
O=c1c2c(-c3cccs3)csc2ncn1/N=C/c1ccc(OC(F)F)cc1	5	-4	-25	-18	-1	3	0	6	-20
Cc1ccc(NC(=O)/C=C/C(=O)O)c([N+](=O)[O-])c1	1	-14	-14	16	2	7	3	-5	-11
O=C(NCc1ccc2[nH]c3c(c2c1)CCCC3)c1ccc(S(=O)(=O)N2CCOCC2)cc1	14	-9	-12	-8	5	4	1	-1	-10
CC1=CC(=O)CC(C)(C)C1(O)/C=C/C(C)=C/C(=O)O (stereo not given)	13	-2	-17	2	-2	1	7	0	4
COc1ccc2cc(CCNC(=O)c3cccs3)c(=O)[nH]c2c1	11	-6	-12	-4	1	7	4	-20	-11

Next part:
SMILES	EP2 antag	RBBP9 inh	Furin inh	PPC-1+TRAIL kill	Ba/F3 V617F tox	BaF3 parental	p97 inhibitor	TbHK1 inh	p47phox inh
Cc1sc2nc(SCc3ccc(C(=O)O)cc3)n(Cc3ccco3)c(=O)c2c1C	6	-12	-9	-22	6	-1	2	-5	-21
Cc1[nH]c2ccccc2c1C(=O)CN1C(=O)C(=O)N(C2CCCC2)C1=O	-2	-4	-24	1	-1	3	1	-5	7
O=C(Nc1ccccc1)NC1CCN(CCCN2C(=O)c3ccccc3C2=O)CC1	10	-3	-25	-13	-1	3	7	1	-6
CC(=O)Oc1cccc(C(=O)Nc2c[nH]c(=O)[nH]c2=O)c1	4	-6	-14	5	0	5	5	-7	-2
COc1cc(OC)c(C2=NOC(C(=O)Nc3c(C)n(C)n(-c4ccccc4)c3=O)C2)cc1Cl (stereo not given)	8	-1	-21	-4	2	7	5	8	-12
COc1cc(C(=O)N[C@H](C(=O)NC(C)C23CC4CC(CC(C4)C2)C3)C(C)C)cc(OC)c1OC (stereo not given in full)	6	0	-10[20 µM]	6	0	3	-5	-8	-5
CCOC(=O)c1c(C)n(C)c2c(C)cc(O)c(OC(=O)CC)c12	18	-4	-14	31	0	5	6	-11	2
COc1cc(OC)c2c(-c3ccccc3)cc(=O)oc2c1C(CCN1CCN(c2ccccc2)CC1)c1ccc(N(C)C)cc1 (stereo not given)	10	x	-27	8	x	x	x	-29	-2
CC(=O)Nc1ccccc1NC(=O)C(F)(F)F	6	-2	-9[20 µM]	3	-3	1	4	4	-12
COc1ccc(N(C)S(=O)(=O)c2cccc(C(=O)NCC3CCCCC3)c2)cc1	5	-5	-11	1	2	4	-1	8	-10
CC(C)(C)SCCNC(=O)Nc1ccccc1	11	-6	-17	20	4	13	-3	37	-8
Nc1nccc(-c2cccs2)n1	6	-9	-16	-2	0	-2	-2	-19	4
CC(=O)c1cc(CC=C(C)C)c(O)c(CC=C(C)C)c1O	x	1	-8[20 µM]	14	-1	1	-1	-9	-10
CCCS(=O)(=O)N1CCN(Cc2ccccc2OCC)CC1	6	-4	-13	-2	-3	4	2	4	-4
O=C(Cc1ccccc1)N1CCCC(c2nc(-c3ccc(S(=O)(=O)N4CCCC4)cc3)no2)C1 (stereo not given)	-12	-1	-14[20 µM]	0	-2	3	-2	-17	-9
O=C(CCNS(=O)(=O)c1cccc2nsnc12)NC1CCCc2ccccc21 (stereo not given)	6	-12	-7	14	4	3	-2	-2	-8
CCOC(=O)N1CCC2(CC1)C(C#N)=C(N)Oc1c2c(C)nn1-c1cccc(Cl)c1	-3	-4	-17[20 µM]	7	2	6	3	3	-42
O=C(NCc1ccccc1)C(=O)Nc1nccs1	10	7	-16	8	-3	0	9	-4	-11
CCOC(=O)N1CCN(C(=O)CN(C2CCCCC2)S(C)(=O)=O)CC1	12	-4	-29[20 µM]	-36	1	4	2	0	-11
CC(C)(C)Nc1cccccc1=O	18	-10	-15	2	-2	2	6	-13	-4
CCc1nc(SCC(=O)c2ccc(C)c(C)c2)n[nH]1	2	-1	-17[20 µM]	1	-4	3	2	2	-6
COC(=O)Nc1nnc(CCc2ccccc2)s1	11	4	-22[20 µM]	-20	1	6	1	-3	4
CN(C)c1ccc(C2CC(c3cccc(NS(C)(=O)=O)c3)=NN2C(=O)c2ccccc2)cc1 (stereo not given)	8	4	-12	-6	10	6	5	0	-7
CCOc1ccc(-n2c(SCC(=O)Nc3ccc(OC)cc3)nc3c(c2=O)SCC3)cc1	8	-8	-4	16	-4	-2	5	-15	-11
Fc1cc(Br)ccc1Nc1nc2ccccc2n2nnnc12	14	-4	-21	-26	-2	1	4	0	-20

A second format for part of the listing above.
| SMILES | EP2 antag | RBBP9 inh | Furin inh | PPC-1+TRAIL kill | Ba/F3 V617F tox | BaF3 parental | p97 inhibitor | TbHK1 inh | p47phox inh |
| --- | --- | --- | --- | --- | --- | --- | --- | --- | --- |
| CCc1nc(SCC(=O)c2ccc(C)c(C)c2)n[nH]1 | 2 | -1 | -17[20 µM] | 1 | -4 | 3 | 2 | 2 | -6 |
| Cc1[nH]c2ccccc2c1C(=O)CN1C(=O)C(=O)N(C2CCCC2)C1=O | -2 | -4 | -24 | 1 | -1 | 3 | 1 | -5 | 7 |

Further entries.
SMILES	EP2 antag	RBBP9 inh	Furin inh	PPC-1+TRAIL kill	Ba/F3 V617F tox	BaF3 parental	p97 inhibitor	TbHK1 inh	p47phox inh
CCCc1cc(=O)[nH]c(SCc2nc3ccc([N+](=O)[O-])cc3[nH]2)n1	8	-5	-5	-3	-3	1	6	19	-4
COc1ccc(Cl)cc1N(CC(=O)N1CCC(C)CC1)S(C)(=O)=O	8	6	-13	1	-5	-2	6	1	0
COc1ccc2oc(-c3ccccc3)c(C(=O)N3CCOCC3)c2c1	17	-13	-21	4	1	4	1	-8	-1
Cc1cccc(C)c1NC(=O)CN(C)CC(=O)Nc1ccc(F)c(Cl)c1	3	3	-34	-3	-3	2	5	-5	-4
C/C(N)=C(/C#N)C(=O)CSc1ncnc2ccccc12	4	-5	-15	9	-3	2	3	-12	-43
O=C(CCC(=O)OCC(F)(F)C(F)F)Nc1ccc(F)cc1F	7	12	-17	13	-1	3	7	5	2
O=c1[nH]nc(Cc2ccc(-c3ccccc3Cl)o2)c2ccccc12	8	-11	7[20 µM]	17	5	3	-12	-3	4
O=C(CSc1ccccc1)NCc1ccc(F)cc1	6	-6	-27	7	1	7	-1	-3	-7
N#C/C(=C\Nc1ccc2cn[nH]c2c1)c1nc(-c2ccc(Cl)cc2)cs1	2	-1	-22	11	4	7	5	-5	-145
CC(=O)Nc1sc(C)c(C)c1C(=O)OCC(=O)Nc1cc(S(=O)(=O)N2CCCCC2)ccc1Cl	6	2	-9	11	5	11	-4	8	-8
CCOc1ccc(C(=O)O/N=C(\N)c2ccc([N+](=O)[O-])cc2)cc1OCC	5	8	-12	-3	0	6	-1	-9	4
CCOC(=O)C(NC(=O)CC)(Nc1cc(C)on1)C(F)(F)F (stereo not given)	6	0	-23	-4	0	7	-1	0	-5
Cn1ccnc1SCC(=O)Nc1ccc(Oc2ccccc2)cc1	10	-7	-20	10	1	0	3	1	-8
O=C(O)COc1ccc2c3c(c(=O)oc2c1)CCC3	-5	-9	-16[20 µM]	-6	-1	3	-3	-17	-7
COc1ccc(CNS(=O)(=O)c2cc(OCC(N)=O)c(C)cc2Cl)cc1	4	2	-20[20 µM]	-13	-3	4	-4	-4	-3
Cc1cc(Cn2ccnc2)c(C)cc1Cn1ccnc1	6	-2	-17[20 µM]	-3	1	2	3	-2	-4
c1ccc(-c2noc(-c3ccccc3-c3ccccc3)n2)cc1	9	-1	-18[20 µM]	6	-3	2	3	2	-7
CCOC(=O)N1CCC(N2C(=O)c3ccccc3C2=O)CC1	8	-6	-6	22	-2	-1	3	8	0
COc1ccccc1CNC(=O)C(CCSC)NC(=O)C1CCC(C)CC1 (stereo not given)	4	-3	-14[20 µM]	-3	-3	2	-1	-6	-6
Cc1cc(O)cc(O)c1-c1onc(C(F)(F)F)c1-c1cscn1	17	-16	-25	-1	0	-1	4	3	3
COc1ccc(OC)c(C=Nc2ccccc2-c2nc3ccccc3[nH]2)c1	8	-8	-24	9	-2	2	3	-8	-18
CCCc1cc(=O)n2[nH]c(NCc3c(Cl)cccc3Cl)nc2n1	5	5	-24	22	-2	-1	1	7	-13
CCOCCCNC(=O)C(NC(=O)CNC(=O)c1ccccc1)c1ccc(C)cc1 (stereo not given)	3	7	-18[20 µM]	10	-3	4	3	-8	-7
CCc1cc2cc(C)ccc2nc1SCC(=O)Nc1cc(C)on1	8&1	-5	-5[20 µM]	7	0	-1	3	2	-13
COc1cccc(CN2CCN(Cc3ccc(O)c(OC)c3)CC2CCO)c1 (stereo not given)	6	-6	-21	-10	4	7	-1	-11	-9
